# Bioassay records: PubChem BioAssay, several laboratories
# Pemphigus Ab inh = inhibitors of pemphigus antibody binding to human desmoglein-3. P32926. DSG3-coupled beads, scFv-anti-DSG3-GFP binding, flow cytometry; stronger effect = lower value. binding (percent of control), % at 10 µM. 310,000 tested, 0.48% active;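 active means binding more than 3 SD below its plate's average and above zero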;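 further: hits lower antibody fragment binding to DSG3; some compounds called inactive have numbers as strong as hits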
# Target sequence (P32926 whole entry, looked up, the tested form may be a part): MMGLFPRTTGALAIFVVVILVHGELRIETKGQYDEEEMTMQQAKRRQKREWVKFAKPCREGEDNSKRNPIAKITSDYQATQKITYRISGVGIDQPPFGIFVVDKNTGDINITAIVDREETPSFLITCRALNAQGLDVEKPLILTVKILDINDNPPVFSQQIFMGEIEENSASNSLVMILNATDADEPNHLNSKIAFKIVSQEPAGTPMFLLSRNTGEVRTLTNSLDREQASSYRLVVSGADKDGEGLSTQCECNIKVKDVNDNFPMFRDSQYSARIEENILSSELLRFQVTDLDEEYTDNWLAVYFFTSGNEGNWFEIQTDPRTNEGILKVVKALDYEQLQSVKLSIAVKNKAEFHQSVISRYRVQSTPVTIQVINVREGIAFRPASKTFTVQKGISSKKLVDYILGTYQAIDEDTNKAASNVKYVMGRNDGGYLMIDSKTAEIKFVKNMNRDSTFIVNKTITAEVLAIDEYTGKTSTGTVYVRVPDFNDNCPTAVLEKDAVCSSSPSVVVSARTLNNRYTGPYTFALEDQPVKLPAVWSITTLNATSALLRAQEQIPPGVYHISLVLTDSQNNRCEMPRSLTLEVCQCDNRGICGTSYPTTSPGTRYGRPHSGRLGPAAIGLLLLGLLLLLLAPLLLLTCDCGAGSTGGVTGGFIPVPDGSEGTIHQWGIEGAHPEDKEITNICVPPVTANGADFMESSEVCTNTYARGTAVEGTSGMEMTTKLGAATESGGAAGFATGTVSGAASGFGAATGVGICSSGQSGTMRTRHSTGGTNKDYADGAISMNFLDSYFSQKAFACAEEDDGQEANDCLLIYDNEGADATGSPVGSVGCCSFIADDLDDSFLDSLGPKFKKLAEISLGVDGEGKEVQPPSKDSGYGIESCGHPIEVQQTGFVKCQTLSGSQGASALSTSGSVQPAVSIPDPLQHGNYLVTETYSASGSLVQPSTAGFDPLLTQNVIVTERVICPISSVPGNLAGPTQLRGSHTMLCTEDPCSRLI
# CAL PDZ FP-1 = inhibitors of human CAL PDZ peptide binding. purified CAL PDZ, TMR-peptide fluorescence polarization, 1 h. Q9HD26. inhibition, % at 24.9 µM. AID 602252. 300,000 tested, 0.92% active;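 active means mean inhibition of at least 30% with at least half of replicates also reaching 30%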;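 further: 0% = DMSO neutral control and 100% = excess unlabeled competitor peptide PRC23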
# CAL PDZ FP-2 = human CAL PDZ-peptide interaction inhibition; inhibition, % at 20 µM; purified CAL PDZ, TMR-peptide fluorescence polarization, 1 h; Q9HD26; AID 504414; 330,000 tested, 0.02% active;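 active means highest replicate inhibition of at least 40%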;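 further: plate controls were DMSO neutral control wells for no effect and unlabeled competitor peptide control wells for full effect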
#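 System: tagged CAL PDZ domain. Schedule: 1 h room-temperature incubation prior to read. Signal: fluorescence polarization (mP). Measure: percent inhibition from loss of millipolarization.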
# C-LANA FP = KSHV C-LANA DNA binding inhibition | MBP-C-LANA/FAM-LBS DNA binding, fluorescence polarization | inhibition, % at 9 µM | 340,000 tested, 0.078% active | AID 504423;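 active means highest replicate inhibition at or above 60% at 9 µM, even if other replicates fall short; inactive means all replicates below 60% inhibition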;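 further: 0% = neutral control wells and 100% = 4 µM acridine orange control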
# Cardiac RTF inh = cardiac RTF calcium desensitization. P19429+P45379. IANBD-labeled cardiac RTF, Ca2+ fluorescence. inhibition, % at 7.15 µM. 340,000 tested, 0.12% active;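 active means inhibition above the mean inhibition of all tested compounds plus 3 SD, cut at about 17% in these data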;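 further: assay run at fixed EC70 calcium of 1.6 mM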
# V-ATPase pH = alters yeast V-ATPase proton transport. S. cerevisiae, pHLuorin cytosolic pH fluorescence. response, % at 10 µM. 350,000 tested, 0.37% active. AID 504577; in the data active means response mostly above about 7.3%, no sharp cut-off; inactive means mostly below about 5.4%; further: actives read high; inactives centre near 0; some compounds called inactive have numbers as strong as hits; reference of the scale not given here
# Arrestin-AP2 inh = inhibitors of human beta-arrestin and AP2 interaction; FITC-arrestin peptide / GST-AP2 beads, flow cytometry; AP2 beta2 appendage carries R879A mutation; inhibition, % at 10 µM; 340,000 tested, 0.31% active;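 active means inhibition above a set limit, near 3 SD of compounds lacking own fluorescence, cut at about 54% in these data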;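 further: plate controls were DMSO wells for no effect and 5 µM unlabelled arrestin peptide for full effect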
#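 System: GST-tagged AP2 beta2-adaptin appendage (R879A) on 4 µm glutathione beads / Reagent: FITC-arrestin peptide, 50 nM / Detection: HyperCyt-sampled flow cytometry, FL1 channel, ex 488/em 535 nm / Timing: 12 min plus 1 h, RT / Buffer or medium: PBS plus Tween 20 (0.05%) and BSA (0.1%)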
# DAGLB inhibitor = blocks human DAGLB lipase activity. Q8NCG7. HEK293T DAGLB membrane lysate, EnzChek fluorogenic substrate. inhibition, % at 5.17 µM. 340,000 tested, 0.059% active. AID 504411; in the data active means inhibition above about 34%;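 further: 0% = enzyme with vehicle and 100% = wells lacking enzyme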
# NSD2 inh = blocks human histone methyltransferase NSD2; inhibition, % at 12.5 µM; 310,000 tested, 0.54% active; NSD2 peptide methylation, AlphaScreen, 120 min; O96028; in the data active means inhibition above about 50%
# Keap1-Nrf2 PPI = Keap1-Nrf2 (human) interaction inhibition. 340,000 tested, 0.15% active. Q14145. Keap1 Kelch-Nrf2 peptide fluorescence polarization, 1536-well. inhibition, % at 9.4 µM; in the data active means inhibition above about 12%;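 further: human Keap1 Kelch domain with fluorescein labeled Nrf2 9mer peptide probe; 0% = neutral control wells and 100% = peptide positive control; higher means more block of Keap1 binding to Nrf2 peptide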
# * = called active by the depositor; . = no result given. Only part of the results is shown. The share of hits here may be higher or lower than overall.
SMILES,Pemphigus Ab inh,CAL PDZ FP-1,CAL PDZ FP-2,C-LANA FP,Cardiac RTF inh,V-ATPase pH,Arrestin-AP2 inh,DAGLB inhibitor,NSD2 inh,Keap1-Nrf2 PPI
CC1CCN(c2ccc(/C=N\Nc3nncn3N)cc2[N+](=O)[O-])CC1,86,5,0.1,-0.3,5,0,6,12,5,3
Cc1cccc(N(C(=O)c2ccc(CN3CCOCC3)o2)C(C(=O)NC(C)(C)C)c2ccc(F)cc2)c1 (stereo not given),97,-6,-1.0,-0.4,0,-2,3,0,-1,2
O=S(=O)(c1ccc(-c2ccon2)s1)N1CCCC1,109,-2,0.6,1.7,-14,14,7,-4,0,-4
COC(=O)c1ccc(NC(=O)Cc2ccccc2)cc1,.,.,-1.5,-0.8,-22,2,-4,0,.,-6
O=C(c1ccccc1)N1CCCCC(Sc2nnnn2-c2ccccc2)C1=O (stereo not given),96,0,0.2,-2.1,-2,0,3,-5,-2,-3
O=C(C[C@@H]1C/C=C/CCCC(=O)O[C@H](c2ccccc2)CNC1=O)NCCO,102,-4,-0.3,-0.7,-4,9,7,2,.,-7
COc1ccc(/C=C(\C#N)C(=O)Nc2ccc3[nH]c(=O)[nH]c3c2)cc1,94,6,-0.4,-0.7,6,1,3,0,-6,-4
Fc1ccc(-c2nc3ccccc3c3nc4ccccc4n23)cc1,103,0,-0.7,0.1,5,4,-8,-5,-2,-3
CC1(C)CC(=O)C(C2NCCc3ccccc32)=C(O)C1 (stereo not given),87,2,0.5,1.8,-8,-7,4,-4,0,3
Cc1oc(-c2cccc(Cl)c2)nc1CS(=O)(=O)CC(=O)NCCN1CCCC1,97,-2,-0.6,-1.8,-2,-2,-3,4,.,-4
O=C(NCC1CCCO1)c1cc([N+](=O)[O-])ccc1N1CCC(Cc2ccccc2)CC1 (stereo not given),.,0,-2.2,0.0,-6,0,6,-9,-1,1
Cc1nc2cc3c(cc2s1)OCO3,108,-8,-0.6,-0.9,-2,3,5,-3,-1,-6
CCOc1ccc(S(=O)(=O)N2CCN=C2Cc2ccccc2)cc1C,97,-4,-0.7,-0.9,-4,3,19,-2,2,-6
O=C(O)/C=C/C(=O)Nc1cc(F)ccc1F,103,-7,0.9,-0.4,-7,-3,7,-1,2,-4
CCOC(=O)/C=C1\SCC(=O)N1CC(=O)Nc1ccccc1OC(F)F,.,-4,-1.5,-2.3,-4,3,4,0,.,-3
CC(C)(C)NC(=O)Cn1c(SCC(=O)NCc2cccs2)nc2ccccc21,102,.,-1.9,-0.4,-2,-1,1,-3,9,0
CC(C)(C)NC(=O)CSc1nc(N)c(-c2ccccc2)c(=O)[nH]1,77,1,-2.7,-2.0,-1,-2,37,0,0,-2
CCOc1ccc(-n2c(SCC(=O)Nc3ccc(Br)cc3)nc3n[nH]c(C)c3c2=N)cc1,90,-4,-2.8,0.4,-5,1,-2,3,0,-5
Cc1c(NC(=O)COc2cccc(Cl)c2Cl)c(=O)n(-c2ccccc2)n1C,99,-2,-2.1,-2.2,-20,0,-18,1,0,1
COc1ccc(NC(=O)CSc2ncnc3sc(C)cc23)cc1,113,-2,-3.0,0.9,-15,-2,-12,-2,5,-3
N#Cc1ccc(S(=O)(=O)Nc2ccccc2N2CCOCC2)cc1,.,8,0.9,-1.4,-2,-2,-2,2,-2,2
O=C(CCN1C(=O)/C(=C\c2ccccc2F)SC1=S)Nc1ccc(C(=O)O)c(O)c1,.,13,-2.6,2.8,-4,0,-3,11,27,1
CCN1CCN(C(=O)CCn2c(=O)c3cccn3c3cccnc32)CC1,98,0,-1.5,-1.4,-1,3,32,1,-1,0
NS(=O)(=O)c1ccc(CNC(=O)c2cc(=O)c3ccccc3o2)cc1,120,-5,-1.1,-2.6,4,5,4,-1,0,0
COc1ccccc1CNC(=O)CCCNC(=O)Cn1cnc2sc(C)c(C)c2c1=O,.,-6,-2.5,1.0,-1,-2,13,3,-3,4
COc1ccc(C(=O)OCC(=O)Nc2cccc(S(=O)(=O)N3CCCCCC3)c2)cc1[N+](=O)[O-],112,-2,-1.2,0.5,1,0,-5,-1,0,-2
CCCNC(=O)CSc1nc2ccccc2c(=O)n1CCC,101,.,-1.0,0.9,4,-3,5,0,-1,-3
COC(=O)Cc1ccc(NC(=S)N2CCN(CCO)CC2)cc1,.,-8,0.8,-1.9,2,0,12,-2,-6,-1
CCn1cc(C(=O)N[C@H](C(=O)NCCCN2CCOCC2)C(C)C)c(=O)c2cc3c(cc21)OCO3,100,-3,-1.5,1.4,0,0,25,0,-4,1
Cc1ccc(-c2noc(CCC(=O)Nc3ccc(C)cn3)n2)cc1,100,0,1.1,-3.7,3,-5,6,-3,-2,8

# Single records, from the list above.
# COc1ccc(NC(=O)CSc2ncnc3sc(C)cc23)cc1 in the list: Pemphigus Ab inh: 113; CAL PDZ FP-1: -2; CAL PDZ FP-2: -3.0; C-LANA FP: 0.9; Cardiac RTF inh: -15; V-ATPase pH: -2; Arrestin-AP2 inh: -12; DAGLB inhibitor: -2; NSD2 inh: 5; Keap1-Nrf2 PPI: -3
# Cc1c(NC(=O)COc2cccc(Cl)c2Cl)c(=O)n(-c2ccccc2)n1C in the list: Pemphigus Ab inh: 99; CAL PDZ FP-1: -2; CAL PDZ FP-2: -2.1; C-LANA FP: -2.2; Cardiac RTF inh: -20; V-ATPase pH: 0; Arrestin-AP2 inh: -18; DAGLB inhibitor: 1; NSD2 inh: 0; Keap1-Nrf2 PPI: 1
# Cc1cccc(N(C(=O)c2ccc(CN3CCOCC3)o2)C(C(=O)NC(C)(C)C)c2ccc(F)cc2)c1 (stereo not given) in the list: Pemphigus Ab inh: 97; CAL PDZ FP-1: -6; CAL PDZ FP-2: -1.0; C-LANA FP: -0.4; Cardiac RTF inh: 0; V-ATPase pH: -2; Arrestin-AP2 inh: 3; DAGLB inhibitor: 0; NSD2 inh: -1; Keap1-Nrf2 PPI: 2

# Next section:
SMILES,Pemphigus Ab inh,CAL PDZ FP-1,CAL PDZ FP-2,C-LANA FP,Cardiac RTF inh,V-ATPase pH,Arrestin-AP2 inh,DAGLB inhibitor,NSD2 inh,Keap1-Nrf2 PPI
COc1ccc(C(=O)c2cc([N+](=O)[O-])ccc2N2CCOCC2)cc1,92,-2,-0.6,1.1,8,-2,0,-2,34,-3
CC(=O)N(CCC1(C(C)C)CCOC(C)(C)C1)C(C)c1cccs1 (stereo not given),114,.,0.2,-0.3,0,3,13,-1,0,-1
Cc1cc(C)cc(NS(=O)(=O)c2ccc(F)cc2)c1,91,-6,0.0,-2.1,-5,-2,13,-5,.,1
Cc1ccc(S(=O)(=O)CCC(=O)NCc2ccco2)cc1,74,-2,.,-1.0,2,2,6,1,3,-3
CC1CCN(C(=O)C(Cc2ccccc2)NS(=O)(=O)c2ccc3c(c2)oc(=O)n3C)CC1 (stereo not given),102,.,-0.4,-0.1,-3,1,0,3,.,-2
CC(C)n1nccc1NC(=O)COC(=O)c1ccc(NC(N)=O)cc1,95,.,-0.4,0.6,4,1,10,-2,0,-3
N#CCOc1nc(N2CCOCC2)nc(N2CCOCC2)n1,.,-1,-0.4,-0.2,-3,0,0,2,-1,-1
CC(=O)c1ccc(OCCCC(=O)N2CCN(S(=O)(=O)c3cc(C)ccc3C)CC2)cc1,101,-7,-2.1,-0.6,-1,2,-11,1,-2,1
O=[N+]([O-])c1ccc2c(c1)nc1n2CCN(c2ccccc2)C1,100,1,0.0,-1.1,-4,-1,2,8,-1,1
COc1ccc(-c2csc(NC(=O)Nc3ccccc3)n2)cc1,87,-3,-0.8,1.2,3,-3,6,-2,-3,-5
O=C(Nc1ccccc1C(=O)N1CCCCC1)C1CCCCC1,109,-7,-0.3,-1.7,-1,-2,6,1,-2,-4
O=S(=O)(c1ccccc1)N(Cc1ccccn1)Cc1ccccn1,90,-4,-1.3,2.3,1,-7,12,0,2,2
N#CCCN=C(NS(=O)(=O)c1ccccc1)c1ccccc1,101,-3,-0.5,-0.5,-20,0,23,-4,9,1
CCc1ccc(CN(C)Cc2nc(-c3cccc(Cl)c3)no2)nc1,97,1,-0.3,-0.1,-3,-1,16,-8,-3,-3
CCc1nnc(SCC(=O)Nc2ccc(NC(C)=O)cc2)n1-n1cccc1,104,.,-1.4,-2.1,-11,1,7,2,-1,-5
CN1CCN(c2ccc(C(CC(N)=O)NC(=O)Cc3cccc4ccccc34)cc2[N+](=O)[O-])CC1 (stereo not given),105,-2,-1.4,1.2,0,-1,11,-1,.,-3
CCOC(=O)N1CCN(C/C(C)=C/c2ccccc2)CC1,96,.,-0.9,-0.1,-10,5,-4,-13,3,2
Cc1cccc(CN2CCC(N3CC(C)OC(C)C3)CC2)c1 (stereo not given),107,-5,-0.1,-1.1,-2,0,4,-1,4,-2
CC(=O)c1ccc(OCC(=O)NCCC2=CCCCC2)cc1,98,2,-3.4,0.3,-4,5,-3,-9,2,3
CC(C)CNC(=O)c1cccc(Cn2cc(Cl)cn2)c1,79,-1,-1.0,-0.6,-10,-1,-5,-2,4,4
CCCc1cc(C(N)=O)c(NC(=O)c2cc(C)on2)s1,.,0,-2.4,2.7,-10,-1,8,-2,-3,-2
COc1cc(NC(=O)CSCc2cnn(-c3ccccc3)c2-n2cccc2)cc(OC)c1,82,-5,0.1,-1.9,8,3,0,-6,3,-5
Cc1ccc(NC(=O)c2cccc(OCc3c(C)noc3C)c2)cc1,.,0,-4.3,1.7,-7,-6,6,-2,-4,-1
CCC(=O)c1ccc(N2CCN(C(=O)c3ccccc3Br)CC2)c(F)c1,101,.,-0.8,-0.3,8,0,5,-1,-2,-2
O=C1C=C(c2ccccc2)C(c2ccccc2)C1 (stereo not given),86,.,48*,0.8,5,-1,-16,-1,-1,-1
CCC(=O)NCc1c(Cl)cccc1-n1cccc1,106,22,-0.5,-0.7,-3,1,-2,-2,0,1
NC12NC(=O)C3(O)C4C5CC(C6C5C3C61)C42 (stereo not given),112,0,-2.1,-0.7,9,2,-34,0,-2,-4
O=C1CSC(c2ccccc2)N1c1ccc([N+](=O)[O-])cc1 (stereo not given),104,-1,-0.4,0.0,-9,-2,11,-2,1,3
Cc1cc(-n2[nH]c(C)c(C)c2=O)nc(-c2ccccc2O)n1,115,-1,.,0.3,1,0,6,5,3,-1
COC(=O)CSc1nnc(CNC(=O)c2ccccc2OC)n1C,100,-5,.,-0.6,3,-1,-3,2,1,-1
CCCC(c1nnnn1CCOC)N1CCN(Cc2ccccc2)CC1 (stereo not given),82,1,-2.4,0.1,2,-7,9,2,.,0
NC(=O)CC(NC(=O)Cc1ccc(Br)cc1)c1ccc(NCc2ccccn2)c([N+](=O)[O-])c1 (stereo not given),106,0,-0.3,0.1,-4,3,6,6,.,-2
C/C(=N/OC(=O)c1ccccc1Br)c1ccc(C)cc1,113,-7,-12,1.9,-1,2,7,-16,-4,-4
CC(=O)c1c(O)cc(=O)n(-c2ccccc2)c1-c1cccc2ccccc12,.,-3,-1.5,1.6,-2,-1,23,-3,0,4
O=C(Nc1cccc(Br)c1)c1ccc(CN2CCc3ccccc3C2)cc1,117,-2,0.0,1.5,-6,6,14,-11,-2,-2
